CD40 NFkB inh: CD40 pathway inhibition in BL2 cells. inhibition, % at 10 µM. hit rate 0.94% among 83,000. BL2 NF-kB luciferase reporter, CD40L-induced, 4 h;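 active means mean inhibition of at least 50% with a set share of replicates also reaching that level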;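 further: 0% = neutral control wells and 100% = IKK inhibitor VII at 50 µM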
* hit, by the source's call; [ ] = remark or other dose.

SMILES	CD40 NFkB inh
O=C(O)Cn1c(C(=O)Nc2nc(-c3ccccc3Cl)cs2)cc2ccccc21	-9.9[25 µM]
Cc1ccc(S(=O)(=O)N2CCCCC2)cc1NC(=O)Cn1cnc2c1c(=O)n(C)c(=O)n2C	5.8
O=c1[nH]c2sc3c(c2c(=O)n1Cc1ccccc1)CCC3	17.7
O=C(Cc1ccc(F)cc1)Nc1cccc(-c2cn3c(n2)SCC3)c1	-13.8
O=C(c1ccco1)N1CCN(CC(O)COc2ccc3oc4ccccc4c3c2)CC1 (stereo not drawn)	11.2
Cc1ccccc1NC(=O)N(C(C)C)C(C)C	1.5
CCc1nnc(NC(=O)CSc2nnc(CNC(=O)c3ccc(OC)c(OC)c3)o2)s1	3.8
CCC(=O)N1[C@@H]2c3ccc(C4=CCCC4)c(=O)n3C[C@@H]2[C@@H](CO)[C@@H]1C(=O)NC1CCCC1	5.7[25 µM]
O=C1CC2(CCCCC2)CC(=O)N1CCc1ccccc1	-25.4
Cc1ccccc1OCC(=O)Nc1nnc(-c2ccco2)s1	-4.2
O=C(c1ccccc1)c1ccccc1NC(=O)C1CCCN1Cc1ccccc1 (stereo not drawn)	-0.4
Cc1cccc(NC(=S)N(CCN2CCOCC2)Cc2cc3cc4c(cc3[nH]c2=O)OCCO4)c1	10.7
COC(=O)C1CCN(C(=O)c2ccc(Cl)c(S(=O)(=O)NCc3ccco3)c2)CC1	-2.6
CN(C)C(=O)C[C@@H]1CC[C@@H]2[C@@H](COc3ccc(NC(=O)C4CCC4)cc3C(=O)N2C)O1	-1.5
C[C@H](NC(=O)c1ccc2c(c1)OCO2)c1nnc2ccccn12	-9.7
O=C(NCc1ccccn1)C1CCCN(S(=O)(=O)c2ccccc2)C1 (stereo not drawn)	25.8*
O=C(NC1CC1)c1ccc(N2CCCCC2)c([N+](=O)[O-])c1	-48.7
Cc1ccc(Sc2ncccc2C(=O)NCC(c2ccc(F)cc2)N2CCOCC2)cc1C (stereo not drawn)	-6.9
COc1ccc(C)cc1NC(=O)NCCC1=CCCCC1	1.1
CCCN1[C@@H]2c3ccc(-c4ccccc4F)c(=O)n3C[C@@H]2[C@@H](CO)[C@@H]1C(=O)N1CCOCC1	6.7[25 µM]
Cc1cc(C)nc(/N=C2\NC(=O)CC3C(=O)NCCN23)n1 (stereo not drawn)	0.3
C1CCc2nnc(-c3nnc4n3CCCCC4)n2CC1	8.5
CC(=O)Nc1ccc(SCc2csc(C)n2)cc1	2.1
COc1ccc2cc(C(=O)C3CCCN(C(=O)CCc4ccccn4)C3)ccc2c1 (stereo not drawn)	-62.0
CCn1c(SCC(=O)N2CCCC2=O)nnc1-c1cccs1	4.6
CCOC(=O)COc1ccc([N+](=O)[O-])cc1	7.2
CCOc1ccccc1Nc1nnc(SCC(=O)N(C)C2CCS(=O)(=O)C2)s1 (stereo not drawn)	5.0
Nc1ncnc2c1ncn2CCNCCc1ccccc1	0.4
CCCNC(=O)N1C[C@@H]2[C@H](c3ccccc31)[C@H](CO)N2C(=O)Nc1ccc(F)cc1	17.4
COc1ccc(NC(=O)CSCC(=O)Nc2nnc(C3CC3)s2)cc1	10.9

Six consecutive compounds from above, for reference:
SMILES	CD40 NFkB inh
O=C(O)Cn1c(C(=O)Nc2nc(-c3ccccc3Cl)cs2)cc2ccccc21	-9.9[25 µM]
Cc1ccc(S(=O)(=O)N2CCCCC2)cc1NC(=O)Cn1cnc2c1c(=O)n(C)c(=O)n2C	5.8
O=c1[nH]c2sc3c(c2c(=O)n1Cc1ccccc1)CCC3	17.7
O=C(Cc1ccc(F)cc1)Nc1cccc(-c2cn3c(n2)SCC3)c1	-13.8
O=C(c1ccco1)N1CCN(CC(O)COc2ccc3oc4ccccc4c3c2)CC1 (stereo not drawn)	11.2
Cc1ccccc1NC(=O)N(C(C)C)C(C)C	1.5

Some of these compounds in order of heavy-atom count, smallest number first.
SMILES	CD40 NFkB inh
CCOC(=O)COc1ccc([N+](=O)[O-])cc1	7.2
C1CCc2nnc(-c3nnc4n3CCCCC4)n2CC1	8.5
Nc1ncnc2c1ncn2CCNCCc1ccccc1	0.4

(listing goes on)
SMILES	CD40 NFkB inh
COc1ccccc1CNC(=O)C[C@H]1CC[C@@H]2[C@H](COC[C@@H](O)CN2Cc2ccc3c(c2)OCO3)O1	4.4[25 µM]
O=C(Nc1ccccc1)N1CCCC1c1cccs1 (stereo not drawn)	3.9
Cc1cc(NCc2ccccc2)nc(-c2ccccc2O)n1	-11.9
CCNC(=O)[C@H]1[C@H](CO)[C@H]2Cn3c(ccc(-c4ccccc4)c3=O)[C@H]2N1Cc1cc(F)ccc1F	6.5[25 µM]
O=C(CCc1ccccc1)NC(c1cccs1)c1cc(Cl)c2cccnc2c1O (stereo not drawn)	-2.2
CC(=O)Nc1ccc(S(=O)(=O)NCCC(=O)NNC(=O)c2ccccc2O)cc1	0.2
O=C(COC(=O)C1CCCCC1)Nc1ccc(S(=O)(=O)N2CCOCC2)cc1	3.2
Cc1ccc(C(=O)C(C)OC(=O)c2ccc(Cl)nc2)cc1 (stereo not drawn)	-6.8
NC(=O)NC(=O)COC(=O)CNS(=O)(=O)c1ccc(F)c(F)c1F	12.4
CCCN1CCN(CC(=O)NCC(=O)Nc2cccc(C)c2C)CC1	6.1
COCCCNC(=O)CN(c1cccc(Cl)c1)S(C)(=O)=O	0.5
COc1ccc(C(=O)NCCN2CCOCC2)cc1S(=O)(=O)Nc1ccc(C)cc1	21.4
CCOC(=O)C1(Cc2ccccc2Cl)CCN(C(=O)CCn2ccnc2C)CC1	-29.9
CSCCC(N=C1NS(=O)(=O)c2ccccc21)C(=O)NCCc1ccccc1 (stereo not drawn)	3.9
N#CC1(NC(=O)COC(=O)CNC(=O)c2sc3ccccc3c2Cl)CCCCC1	2.0
CC(=O)NC[C@H]1[C@H](c2ccc(-c3cccnc3)cc2)[C@H](CO)N1C(=O)C1CCC1	2.2[25 µM]
NC(c1csc(NC(=O)Nc2ccccc2Cl)n1)C1CCCCC1 (stereo not drawn)	2.3
Cc1csc(N=Cc2ccc([N+](=O)[O-])o2)n1	0.5
Cc1nc2ncnn2c(C)c1CCC(=O)NCCC1=CCCCC1	3.2
CN1CCCC(OC(=O)c2cccc(S(=O)(=O)N3CCCCCC3)c2)C1 (stereo not drawn)	6.4

Structures shown so far with a furan ring, fused or not, in the order listed:
SMILES	CD40 NFkB inh
O=C(c1ccco1)N1CCN(CC(O)COc2ccc3oc4ccccc4c3c2)CC1 (stereo not drawn)	11.2
Cc1ccccc1OCC(=O)Nc1nnc(-c2ccco2)s1	-4.2
COC(=O)C1CCN(C(=O)c2ccc(Cl)c(S(=O)(=O)NCc3ccco3)c2)CC1	-2.6
Cc1csc(N=Cc2ccc([N+](=O)[O-])o2)n1	0.5

(more compounds)
SMILES	CD40 NFkB inh
COc1ccc(OCC(=O)Nc2c(C(=O)N3CCN(C)CC3)oc3ccccc23)cc1	15.2
CC(=O)c1cccc(NC(=O)C(C)OC(=O)CCN=C2NS(=O)(=O)c3ccccc32)c1 (stereo not drawn)	4.8
COc1ccc(C2(C(=O)NCC3CCCO3)CCOCC2)cc1 (stereo not drawn)	2.3
COC(=O)C1SCC2C(=O)N(Cc3ccc(F)cc3)CC(=O)N21 (stereo not drawn)	6.9
CC1CC(CN)CC(CO)C1 (stereo not drawn)	5.1
C/C=C/c1ccc([C@H]2[C@@H](CO)N(C(C)=O)[C@@H]2CNC(=O)c2ccccc2)cc1	1.3[25 µM]
CC12CN(C(=O)c3ccccc3)C3(C#N)CC1CCC23C (stereo not drawn)	4.9
CC1CC(C)CN(S(=O)(=O)c2ccc(NC(=O)CCN3C(=O)C4CC=CCC4C3=O)cc2)C1 (stereo not drawn)	4.0
CCN(CC(=O)Nc1c(F)cccc1F)C(=O)C1CCN(c2ncnc3sc(C)c(C)c23)CC1	5.6
Cc1ccc(CN(C)C(=O)CCc2c[nH]c3ccccc23)o1	-1.1
CCOC(=O)c1nn(-c2ccccc2)c(=O)cc1SC1CCCCC1	4.1
N#C/C(=C/c1cccn1-c1cccc(C(=O)O)c1)c1ccc(F)cc1	-6.1
CC(C)[C@H](NC(=O)c1ccco1)C(=O)OCC(=O)NC12CC3CC(CC(C3)C1)C2	4.0
CCc1cnc(N2[C@H](C#N)[C@@H](c3ccc(C#Cc4ccccc4F)cc3)[C@@H]2CO)s1	-16.7[25 µM]
CNC[C@H]1Oc2cc(C#CC3CCCCC3)ccc2S(=O)(=O)N([C@@H](C)CO)C[C@@H]1C	9.4
CN(CC(=O)NCc1ccco1)CC(=O)Nc1cc(S(C)(=O)=O)ccc1Cl	14.3
COc1ccc(NC(=O)Nc2ccc3c(c2)C(=O)N([C@H](C)CO)C[C@@H](C)[C@@H](CN(C)Cc2ccc(C(F)(F)F)cc2)OCCCC[C@@H](C)O3)cc1	5.3
CS(=O)(=O)N1[C@H](C#N)[C@H](c2ccc(C#CC3CC3)cc2)[C@H]1CO	-18.4
CN(C)CC(=O)Nc1ccc2c(c1)[C@@H]1C[C@@H](CC(=O)N3CCCCC3)O[C@H](CO)[C@@H]1O2	6.0[25 µM]
CCOC(=O)c1c(S(=O)(=O)NCCc2ccco2)c(C)n(C)c1C	3.8
Cc1nc2ccc(S(=O)(=O)NCC(=O)N3CCN(c4ccccn4)CC3)cc2s1	7.2
CC(=O)c1sc(N)c(C(=O)OC(C)C)c1C	-33.6
CC(C)OCCCNC(=O)Cc1ccc(Br)cc1	-1.3
O=C(CSc1nc(=O)n2cc(Cl)ccc2n1)NCCc1ccccc1	-16.7
Cc1c(N(C)C)nc2ccccc2c1N	3.8
Clc1ccccc1Cc1noc(CN2CCCCC2c2ccccn2)n1 (stereo not drawn)	1.7
COc1ccc(-c2nc(C#N)c(NCCc3ccccc3)o2)cc1OC	-79.2
O=C(NCCCCc1ccccc1)C1CCCC1	-15.2
CCC1(c2ccc(F)cc2)NC(=O)N(CC(=O)NC2CC2)C1=O (stereo not drawn)	3.2
COC(=O)C[C@@H]1C[C@@H]2c3cc(NC(=O)c4ccc5c(c4)OCO5)ccc3O[C@@H]2[C@@H](CO)O1	-10.9[25 µM]
Cn1cc(Cl)c(C(=O)Nc2nc3ccccc3s2)n1	17.8
O=C(CC(F)(F)F)N1C[C@@H]2[C@H](c3ccccc31)[C@H](CO)N2C(=O)C1CCCCC1	0.1[25 µM]
O=C(Nc1ccccc1)Nc1ccccc1C(=O)NCc1ccco1	-16.5
CCCNC(=O)N1C[C@H]2[C@@H](c3ccccc31)[C@@H](CO)N2CC1CCCCC1	5.8
Cc1ccc(S(=O)(=O)N2CCC(C(=O)OCCOc3cccc(C)c3)CC2)cc1	-0.9
CN(C)C(=O)c1cccc(-c2ccc([C@H]3[C@@H](CO)N4CCCCN(CC5CCOCC5)C[C@@H]34)cc2)c1	-6.2[25 µM]
COc1ccc(CCNC(=O)c2cccc(S(=O)(=O)N3CCCC3)c2)cc1	5.4
CC1(C)CC2CC(C)(CN2C(=O)COC(=O)c2ccc(O)cc2O)C1 (stereo not drawn)	3.8
Cn1c(N)c(C(=O)COC(=O)/C=C/c2ccccc2Cl)c(=O)n(C)c1=O	-60.5
CCN(CC)CCn1c(=S)[nH]c2cc(C(=O)NCCc3ccc(OC)c(OC)c3)ccc2c1=O	3.5
O=C(CNC(=O)c1ccccc1Cl)NCCc1cccs1	-16.1
Cc1ccc(OCCOCCNC(C)(C)C)c([N+](=O)[O-])c1	16.2
Cc1cccc(OCc2nnc(SC(C)C(=O)Nc3ccc(N4CCOCC4)cc3)o2)c1 (stereo not drawn)	3.5
Cc1ccc(NC(=O)CCN2C(=O)NC3(CCCC3)C2=O)c(C)c1	9.0
CO[C@H]1CC[C@H]2CCOc3c(C#N)cccc3C(=O)N(C)C[C@@H](c3ccccc3)CC(=O)N(C)C[C@H]1O2	7.3[25 µM]
CC(NC(=O)CNC(=O)c1ccccc1Br)c1cccs1 (stereo not drawn)	3.3
CCn1c(=O)c2cc(C(=O)NCCN3CCOCC3)sc2c2ccccc21	4.6
O=C(CN1C(=O)NC2(CCCC2)C1=O)Nc1ccc(S(=O)(=O)N2CCOCC2)cc1	9.6
COc1ccc(C(C)=O)cc1CSC(=N)N	0.3
COc1ccc2c3c(n(C)c2c1)[C@H](CO)NCC31CCN(Cc2ccccc2Cl)CC1	4.9
New compounds follow
SMILES	CD40 NFkB inh
CN(C)[C@@H]1CCc2[nH]c3ccc(NC(=O)c4ccc(F)cc4)cc3c2C1	-25.8[25 µM]
CCn1c(=O)c(C(=O)Nc2cccnc2)c(O)c2ccccc21	-6.9
Cc1cc(NC(=O)CSCC(=O)OCC(=O)c2cccc(Br)c2)no1	19.4
CCOc1ncccc1C(=O)Nc1nc(C(C)(C)C)cs1	-3.0
c1cnc2nc(CSc3ncn[nH]3)cn2c1	16.5
CCCNC(=O)N1CCCC(C(=O)c2cccc(Cl)c2)C1 (stereo not drawn)	2.9
O=C(COC(=O)c1ccc2c(c1)OCO2)Nc1nc(-c2ccccc2)cs1	-5.7
O=C(Nc1ccc(F)cc1)N1C[C@@H]2[C@H](c3ccccc31)[C@@H](CO)N2C(=O)c1ccncc1	-16.4[25 µM]
CS(=O)(=O)N1CC(=O)N2[C@H](C1)[C@@H](c1ccc(C#CCC3CCCC3)cc1)[C@@H]2CO	3.0[25 µM]
COc1ccc(C(C)(C)C)cc1NC(=O)CCc1c(C)noc1C	4.5
COc1ccc(CCNC(=O)Cn2cnc3c2c(=O)n(C)c(=O)n3C)cc1OC	3.4
CCC1CCCCN1C(=O)CCn1ccnc1 (stereo not drawn)	9.4
COc1cc(C=C2NC(=O)NC2=O)ccc1O	-15.1
O=C(CNc1cc(S(=O)(=O)N2CCOCC2)ccc1N1CCCC1)Nc1ccc(Cl)cc1F	-28.5
Cc1c(NC(=O)COC(=O)Cc2ccc(F)cc2)c(=O)n(-c2ccccc2)n1C	1.6
O=C(C[C@@H]1C=C[C@@H](NC(=O)NC2CCCC2)[C@@H](CO)O1)NCc1ccc(F)cc1	-4.0
O=C(CN1CCCC1)Nc1ccc(S(=O)(=O)N2CCCCC2)cc1	11.2
CN1C(=O)c2cc(NC(=O)C3CCCC3)ccc2OC[C@@H]2O[C@H](CC(=O)NCc3ccccc3F)CC[C@@H]21	10.3
O=S(=O)(NC1C2CC3CC(C2)CC1C3)c1ccccc1 (stereo not drawn)	7.9
O=C(Nc1ccccc1)Nc1ccccc1-n1ccnc1	0.0
Cc1ccnc(NC(=O)CNC(=O)c2ccco2)c1	-27.2
COc1ccc(CCNC(=O)c2cc([N+](=O)[O-])ccc2N2CCOCC2)cc1	3.4
CC(C)[C@H](NS(=O)(=O)/C=C/c1ccccc1)C(=O)OCC(=O)NC(N)=O	16.0

Screening data from PubChem.

The list is partial; the hit share may differ from the screen's.
